TDP-43 yeast inh: rescues yeast growth from TDP-43 toxicity; AID 652104; 410,000 compounds, 1.8% hits; TDP-43 expressing yeast growth rescue, BacTiter-Glo, 24 h; Potency, µM (highest dose often 46.1 µM), for the others: at the highest dose growth rescue (activation), usual class: activators; further: potency means the concentration at half of the fitted maximal effect; % of control where 0% means no effect; nearly all actives have a fitted effect of over 50% in size
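Luminescence from BacTiter-Glo reports growth of TDP-43-expressing yeast after 24 hr at 30 deg C with compound. Cells were raffinose-pregrown to mid-log, then seeded in galactose medium at OD600=0.02.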
aSyn rescue: rescues yeast growth from alpha-synuclein toxicity; Yeast expressing alpha-synuclein, growth rescue, BacTiter-Glo, 24 h; Potency, µM (titrated, usually from 46.1 µM), for the others: top-dose growth rescue (activation), hits mostly activators; 370,000 compounds, 0.14% hits; further: potency means the concentration at half of the fitted maximal effect; % of control where 0% means no effect; nearly all actives have a fitted effect of over 65% in size
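Screening used galactose-induced yeast with toxic alpha-synuclein levels, exposed to compound for 24 hr at 30 deg C. Cell growth, read with BacTiter-Glo luminescence, gave the measured signal.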
Abeta rescue: A-beta toxicity reversal in yeast; 410,000 compounds, 0.063% hits; AID 1347071; yeast expressing A-beta42, growth rescue, OD600, 48 h; response scale: 0% DMSO, 100% iron-clioquinol control; Potency, µM (titrated, usually from 46.1 µM), without a hit: top-dose growth rescue, actives largely listed as activators; further: potency means the concentration at half of the fitted maximal effect; nearly all actives have a fitted effect of over 55% in size
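Yeast growth medium received pinned compounds, then yeast cells expressing toxic A-beta were added; plates incubated at 30 C for 48 hr. Growth read as absorbance at 600 nm, normalized to DMSO and equimolar FeCl3 plus clioquinol controls.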
HEK293 tox: cytotoxicity counter-screen for GLP-1 receptor inverse agonists; 410,000 compounds, 0.13% hits; AID 624418; HEK293 cAMP-luciferase reporter cells, luminescence, 24 h; Potency, µM (top dose mostly 38.3 µM), inactives show at the highest dose activity change, negative = inhibition, usual class: inhibitors;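 further: loss of luciferase light is scored as toxicity; potency means the concentration at half of the fitted maximal effect; on the % scale 0 is the no-effect control and ±100 the full control effect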
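1536-well qHTS counterscreen of the MLSMR; 200 cells/uL, 12 h pre-incubation, 23 nL cpd, 24 h at 37 deg C 5% CO2, luciferase detection reagent, 12 min RT, luminescence. Inhibition = undesired.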
PTHR1 ag: agonists of human PTHR1 parathyroid hormone receptor | 410,000 compounds, 0.075% hits | AID 743266 | HEK293 GP2 PTHR1 cells, GloSensor cAMP luminescence, 1 h | Q03431 | Potency, µM (series often up to 115 µM), for the others: top-dose activation, actives largely listed as activators; further: potency means the concentration at half of the fitted maximal effect; nearly all actives have a fitted effect of over 55% in size; some results filed as inactive show a strong effect at the top dose; inactives centre near -15; many of its hits are not listed in these tables
Target sequence (Q03431 whole entry, looked up): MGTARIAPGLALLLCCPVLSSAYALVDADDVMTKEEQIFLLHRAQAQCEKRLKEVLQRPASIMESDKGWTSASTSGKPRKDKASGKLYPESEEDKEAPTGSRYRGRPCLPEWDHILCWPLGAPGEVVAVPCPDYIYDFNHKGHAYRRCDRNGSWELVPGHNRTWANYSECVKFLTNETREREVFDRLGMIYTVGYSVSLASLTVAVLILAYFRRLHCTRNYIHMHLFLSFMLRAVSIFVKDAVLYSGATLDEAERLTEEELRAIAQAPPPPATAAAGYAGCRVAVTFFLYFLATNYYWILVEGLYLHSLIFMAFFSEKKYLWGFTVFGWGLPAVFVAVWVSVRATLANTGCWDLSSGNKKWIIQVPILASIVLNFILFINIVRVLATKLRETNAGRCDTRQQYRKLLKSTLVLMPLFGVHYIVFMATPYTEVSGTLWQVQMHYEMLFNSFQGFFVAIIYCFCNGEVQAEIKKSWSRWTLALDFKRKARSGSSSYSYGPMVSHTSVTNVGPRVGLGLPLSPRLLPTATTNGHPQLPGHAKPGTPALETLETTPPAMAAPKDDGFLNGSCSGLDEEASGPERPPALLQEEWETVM
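HEK-293-derived GP2 cells expressing PTHR1 and a GloSensor cAMP reporter, 3,000/well, plated overnight, given luciferin plus IBMX (each 0.5 mM as added) for 1 h at 37 °C, then compound for 1 h at 37 °C. Luminescence was read after 15 min at room temperature.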
GLP1R inv ag: inverse agonists of human GLP-1 receptor | P43220 | HEK293 GLP-1R CRE-luciferase, luminescence, 24 h; GLP-1R form is constitutively active | AID 624417 | 410,000 compounds, 1.6% hits | Potency, µM (top dose mostly 38.3 µM), for the others: at the top dose activity change, negative = inhibition, most hits filed as inhibitors; further: potency means the concentration at half of the fitted maximal effect; on the % scale 0 is the no-effect control and ±100 the full control effect; nearly all actives have a fitted effect of over 55% in size
Target sequence (P43220 whole entry, looked up): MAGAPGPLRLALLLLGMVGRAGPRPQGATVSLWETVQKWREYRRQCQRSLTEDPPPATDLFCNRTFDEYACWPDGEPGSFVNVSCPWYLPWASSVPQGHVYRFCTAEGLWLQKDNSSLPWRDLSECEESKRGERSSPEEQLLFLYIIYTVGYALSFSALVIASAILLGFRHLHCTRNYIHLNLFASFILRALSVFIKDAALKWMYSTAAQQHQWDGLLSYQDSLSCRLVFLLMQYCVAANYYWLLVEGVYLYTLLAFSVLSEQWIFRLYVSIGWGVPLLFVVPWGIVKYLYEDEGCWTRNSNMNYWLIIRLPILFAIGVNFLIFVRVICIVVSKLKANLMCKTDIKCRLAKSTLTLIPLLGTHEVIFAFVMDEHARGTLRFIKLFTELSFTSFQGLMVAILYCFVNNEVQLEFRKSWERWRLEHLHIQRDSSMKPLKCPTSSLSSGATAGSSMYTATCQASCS
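Inverse agonism was detected as reduced cAMP-driven luciferase luminescence after 24 h compound treatment. The cells were HEK293 clones expressing constitutively active human GLP-1R with the reporter. Reporter-only and GPR119 cell lines served as counterscreen controls.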
MmCpn inh: blocks the Methanococcus maripaludis chaperonin Mm-Cpn; purified Mm-Cpn ATPase, ADP Transcreener TR-FRET; AID 504842; Potency, µM (titrated, usually from 76.9 µM), for the others: at the top dose activity, negative = inhibition, actives largely listed as inhibitors; 330,000 compounds, 0.031% hits; further: potency means the concentration at half of the fitted maximal effect; on the % scale 0 is the no-effect control and ±100 the full control effect; nearly all actives have a fitted effect of over 80% in size
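TR-FRET (320 nm excitation; 590 and 665 nm emission) reports ADP made from 10 uM ATP by 25 nM enzyme; compounds were preincubated 10 min, reaction run 30 min, both at 37°C.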
pAkt inh: blocks phosphorylation of Akt | Neuro2A IGF-stimulated pAkt S473 HTRF, 20 min; stronger effect = lower value | activity change, % for hits at 50 µM | 360,000 compounds, 0.32% hits | AID 651550; in the data active means activity change below about -80%; inconclusive means mostly about -51% to -80%; further: on the % scale 0 is the no-effect control and ±100 the full control effect
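Neuro2A cells (4,500/well, DMEM with 0.5% FBS) were treated with compound at a single 50 µM final concentration, stimulated with 6 nM IGF for 20 min at 37 °C, and lysed. Phospho-Akt Ser473 was read by HTRF as 665/615 ratio ×10^4.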
FUS yeast rescue: rescues growth of FUS-expressing yeast. 390,000 compounds, 0.24% hits. AID 1347120. S. cerevisiae FUS-expressing, growth rescue, OD600, 24 h. Potency, µM (top dose mostly 76.6 µM), without a hit: at the top dose growth rescue (activation), most hits filed as activators;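 further: potency means the concentration at half of the fitted maximal effect; plate controls were DMSO vehicle for no effect and reference control for full effect; nearly all actives have a fitted effect of over 55% in size; some results filed as inactive show a strong effect at the top dose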
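Steps: raffinose overnight preculture; dilution to OD 0.005 in 2% galactose minimal medium; compound addition (concentration series); 24hr at 30C, 99% humidity; absorbance read at 600 nm.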
Starred values were filed as active, the others as inactive; i = inactive; ? = inconclusive; · = no result given; [ ] = remark or other dose. Unless noted, the call rests on the fitted dose curve; in most records, active means well fitted curve in the direction sought with a large enough effect; inconclusive means small, poorly fitted or top-dose-only effect, or another doubt; inactive means no such curve, though single readings can be large; an effect the other way counts as inactive or inconclusive.

Fields – aSyn rescue, pAkt inh, TDP-43 yeast inh, HEK293 tox, GLP1R inv ag, MmCpn inh, FUS yeast rescue, PTHR1 ag, Abeta rescue
O=C(Nc1cc2c(cc1Cl)OCCCO2)c1ccc(F)cc1
→ -1%, i, -11%, 9%, 0%, 0%, ·, -15%, -14%
COc1ccccc1CCNC(=O)CCc1c(C)c2cc3c(C)coc3c(C)c2oc1=O
→ ·, ·, 4%, -9%, 8%, ·, 3%, i, -11%
NS(=O)(=O)c1cccc(NC(=O)COC(=O)Cn2cc(C(F)(F)F)ccc2=O)c1
→ 0%, i, 4%, -29%, 0%, 0%, 14%, -6%, -13%
CCn1c(NCc2ccccn2)nc2ccccc21
→ -1%, i, 24%, 0%, 5%, -1%, -17%, i, 4%
COc1ccc(CCNC(=S)N2CCC(C(N)=O)CC2)cc1
→ 0%, i, -9%, 0%, 29%, 0%, 4%, -7%, -4%
O=C(CNC(=O)c1ccc(Cl)c([N+](=O)[O-])c1)OCN1C(=O)c2ccccc2C1=O
→ 7%, i, 10%, 0%, 1%, -2%, -10%, i, 0%
Cc1ccccc1CN1CCN(S(C)(=O)=O)CC1
→ -3%, i, -15%, 6%, 5%, -2%, 13%, ?, 13%
CCCCn1c(N)c(N(CC(C)C)C(=O)c2ccncc2)c(=O)[nH]c1=O
→ 2%, i, 12%, 4%, -5%, 0%, 11%, i, 1%
CC(=O)N1CCN(CCN=CC2=C(O)CC(C)(C)CC2=O)CC1
→ ?, i, 21%, 9%, 0%, 0%, 0%, -6%, -9%
Cc1ccc2oc(=O)c3cnn(CC(=O)N4CCN(c5ccc(F)cc5)CC4)c3c2c1
→ ·, ·, 30%, -5%, 7%, ·, -37%, -15%, 3%
c1ccc(Cn2nnc(CNc3ccccc3)c2-c2c(CNc3ccccc3)nnn2Cc2ccccc2)cc1
→ 0%, i, -11%, -22%, ?, -1%, 31%, -25%, -11%
CC(=O)c1cccc(NC(=O)c2cccc3ccccc23)c1
→ -15%, i, ?, -20%, -15%, 2%, 4%, i, ·
CC1CCN(c2c(NCc3ccc(C(=O)N4CCc5ccccc54)cc3)c(=O)c2=O)CC1
→ -7%, i, 22%, ?, ?, -1%, 2%, i, 2%
CCc1ccc(CNc2ccc(O)cc2)cc1
→ -3%, i, -16%, ?, 169%[activator], -4%, ?, i, -7%
Cc1ccc(S(=O)(=O)NNC(=O)c2c(O)c3ccccc3[nH]c2=O)cc1
→ 2%, i, -3%, 5%, 10%, 0%, 3%, i, 6%
O=C(CSc1cn(CCNC(=O)c2cccs2)c2ccccc12)NC1CCCC1
→ 5%, i, 23%, 12%, ?, -5%, -19%, -31%[inhibitor], -5%
COc1ccc(NC(=O)C[C@H]2C(=O)N(C3CCCCC3)C[C@@H]2c2ccccc2)cc1
→ -33%[inhibitor], i, 12%, -6%, -8%, ·, 17%, -12%, -16%
CCOC(=O)c1oc2cc(OCC(N)=O)ccc2c(=O)c1-c1ccc(OC)c(OC)c1
→ 3%, i, -11%, 7%, 0%, 2%, 10%, i, 11%
COc1ccccc1N1CCN(Cc2cn[nH]c2-c2ccc(F)cc2)CC1
→ -7%, i, 14%, 17%, -25%, -1%, 4%, i, -4%
CCN(CC)C(=O)Cn1c(SCCOc2ccc(Cl)cc2)nc2ccccc21
→ ·, ·, 15%, -13%, ?, ·, 45%, -23%, -3%
Cc1cc(Br)ccc1SCC(=O)OCC(=O)N1CCN(C(=O)c2ccco2)CC1
→ 9%, i, 1%, -1%, -19%, -3%, 17%, i, 21%
CCN(CC1COc2ccccc2O1)C(=O)c1ccc(Cl)c(S(=O)(=O)N2CC(C)OC(C)C2)c1 (stereo unspecified)
→ -9%, i, 0%, 0%, ?, 1%, 42%, -28%, 3%
CCCCC(CC)C(=O)Nc1ccc(Cl)cn1 (stereo unspecified)
→ 0%, i, 0%, 0%, 0%, -1%, 6%, -10%, 6%
Cc1nc2nc(SCC(=O)NCCN3CCOCC3)nn2c(C)c1Cc1ccccc1
→ -1%, i, 5%, -1%, -1%, 1%, 20%, i, -7%
CCOC(=O)c1c(S(=O)(=O)Nc2ccc(C)cn2)c(C)n(C)c1C
→ 4%, i, 8%, -1%, 2%, -1%, -27%, -22%, 7%
COc1ccc(N2CC(NC(=O)C(=O)c3c(C)[nH]c4ccccc34)CC2=O)cc1 (stereo unspecified)
→ ·, ·, 2%, -1%, 0%, ·, 37%, 2%, -12%
CCOC(=O)C1=C(C)NC(=S)N(C(C)=O)C1c1ccc(Cl)cc1 (stereo unspecified)
→ -33%[inhibitor], i, 11%, ?, -3%, -1%, 13%, -10%[57.5 µM], -25%
O=C(OCC(=O)c1ccccc1Br)c1ccccn1
→ 0%, i, 4%, -13%, -4%, -4%, 12%, -27%, 9%
C=CCOC(=O)COc1ccc2c(C)c(C)c(=O)oc2c1
→ 13%, i, ?, 8%, 4%, -1%, 11%, i, 10%
COc1cc2ccc(C=O)cc2cc1OC
→ 7%, i, 0%, 3%, 9%, ·, -10%, i, -2%
O=C(Nc1cccc(F)c1)/C(=C/c1ccco1)NC(=O)c1ccco1
→ 10%, i, 16%, -26%, -2%, 5%, 28%, i, 13%
O=C(O)CCC(=O)Nc1ccccc1C(=O)NC1CCCCC1
→ 5%, i, 7%, -5%, ?, -1%, 2%, i, 15%
Nc1cc(C(=O)OCC(=O)Nc2cccc(S(=O)(=O)N3CCOCC3)c2)ccc1Cl
→ -13%, i, 14%, 4%, ?, -5%, 28%, -33%[inhibitor], -2%
CC1=C(C(N)=O)C(c2ccc(Cl)cc2)n2nc(CCCO)nc2N1 (stereo unspecified)
→ 3%, i, 8%, 2%, 18%, -1%, -23%, i, -5%
COc1ccc(-n2nc(C(=O)NCC(=O)N3CCN(c4ccccc4F)CC3)c3ccccc3c2=O)cc1
→ -1%, i, -6%, -9%, 20%, 0%, 12%, -12%, 2%
CN(CCc1cn[nH]c1)C(=O)CC1C(=O)NCCN1Cc1cccc(Oc2ccccc2)c1 (stereo unspecified)
→ 9%, i, -6%, -4%, 2%, 1%, 9%, -15%, -3%
Cc1cccc(-n2cccc2)c1C#N
→ -8%, i, -10%, -4%, 2%, 3%, 18%, -3%[57.5 µM], 14%
Cc1nn(C(C)(C)C)c(N)c1-c1ccccc1
→ -5%, i, 0%, -9%, 6%, 2%, ·, -20%, 10%
Cc1ccc(C(=O)NCC(c2ccc(Cl)cc2)N2CCCCC2)cc1 (stereo unspecified)
→ ·, ·, 23%, 2%, ?, ·, 14%, i, 1%
[2H]c1c([2H])c([2H])c(C(=O)c2sc(N3CCCCCC3)nc2-c2ccccc2)c([2H])c1[2H]
→ -9%, i, 11%, 13%, ?, ?, 10%, -21%, 12%
CCOc1ccc(C2CC(=O)n3nc(C45CC6CC(CC(C6)C4)C5)nc3S2)cc1OC (stereo unspecified)
→ -4%, i, -3%, -15%, 1%, 0%, 18%, -3%[57.5 µM], 1%
CCc1ccc(NC(=O)N2CCc3ccccc3C2)cc1
→ -19%, i, 18%, -1%, ?, -1%, 3%, -24%, 12%
O=S(=O)(c1ccc2c(c1)OCO2)N1CCN(c2nnnn2-c2ccccc2)CC1
→ 2%, i, -7%, 1%, 23%, 0%, 16%, i, -13%
N#CCC(=O)NCCCOC(=O)Nc1ccc(Cl)c(Cl)c1
→ -39%[inhibitor], i, -10%, 11%, 24%, 1%, 6%, -28%, -5%
O=C(COc1ccc(Cl)cc1Cl)Nc1cccnc1
→ -11%, i, ·, -7%, -8%, 1%, 8%, -31%[inhibitor], 5%
CCOc1ccccc1C(=O)NCC(=O)OCCOc1cccc(Cl)c1
→ 7%, i, ?, 10%, 26%, 2%, 11%, 0%, 7%
CCOc1ccc(CN2C(=O)CC(=O)N(S(=O)(=O)c3ccc(OCC)cc3)C2=O)cc1
→ 2%, i, -8%, 3%, 40%[activator], 0%, 9%, i, 8%
Cc1cc2c(cc1C)NC(C)CC(=O)N2 (stereo unspecified)
→ -2%, i, -9%, 0%, -5%, ·, 9%, 0%, -6%
CC1=NN(c2cccc(Cl)c2)C(=O)C12CC(C)=C(C)CS2 (stereo unspecified)
→ -13%, i, 23%, -4%, 10µM*, 0%, 6%, -24%, 23%
Cc1ccc2nc(/C(C#N)=C/c3ccc(-c4ccccc4C(=O)O)o3)[nH]c2c1
→ 0%, i, 13%, 142%[activator], 2%, -8%, -7%, -18%, 8%
O=C(Nc1ccccc1Cl)c1cc[n+](Cc2ccc([N+](=O)[O-])cc2)cc1
→ -4%, i, -3%, 7%, -6%, -2%, 0%, -20%, -11%

Taken from above (three entries):
Fields – aSyn rescue, pAkt inh, TDP-43 yeast inh, HEK293 tox, GLP1R inv ag, MmCpn inh, FUS yeast rescue, PTHR1 ag, Abeta rescue
CC1=NN(c2cccc(Cl)c2)C(=O)C12CC(C)=C(C)CS2 (stereo unspecified)
→ -13%, i, 23%, -4%, 10µM*, 0%, 6%, -24%, 23%
Cc1ccc2nc(/C(C#N)=C/c3ccc(-c4ccccc4C(=O)O)o3)[nH]c2c1
→ 0%, i, 13%, 142%[activator], 2%, -8%, -7%, -18%, 8%
O=C(Nc1ccccc1Cl)c1cc[n+](Cc2ccc([N+](=O)[O-])cc2)cc1
→ -4%, i, -3%, 7%, -6%, -2%, 0%, -20%, -11%

Not all compounds are listed (hit frequency here may not be typical).
